Compound activity deposited in PubChem BioAssay by Fisher Drug Discovery Resource Center.
NPYLR7 ag = mosquito NPYLR7 agonism | HEK293T NPYLR7/Galpha15, GCaMP6s calcium fluorescence | activation, % at 10 µM | 270,000 tested, 0.15% active; in the data active = activation above about 40%;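 note: 0% = vehicle and 100% = reference agonist at the receptor; some compounds past the cut are filed as inactive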
mcGAS inh = mouse cGAS inhibition by luminescence. recombinant cGAS, Kinase-Glo ATP depletion luminescence. inhibition, % at 12.5 µM. 160,000 tested, 0.15% active. AID 1259399;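 note: 0% = negative control wells and 100% = reference inhibitor with no enzyme activity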
hcGAS inh = inhibitors of human cGAS; AID 1259398; recombinant h-cGAS, ATP depletion, Kinase-Glo luminescence; inhibition, % at 12.5 µM; 290,000 tested, 0.081% active;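 note: 0% = vehicle reaction and 100% = reaction without DNA for no activity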
Target sequence (Q8N884 whole entry, looked up): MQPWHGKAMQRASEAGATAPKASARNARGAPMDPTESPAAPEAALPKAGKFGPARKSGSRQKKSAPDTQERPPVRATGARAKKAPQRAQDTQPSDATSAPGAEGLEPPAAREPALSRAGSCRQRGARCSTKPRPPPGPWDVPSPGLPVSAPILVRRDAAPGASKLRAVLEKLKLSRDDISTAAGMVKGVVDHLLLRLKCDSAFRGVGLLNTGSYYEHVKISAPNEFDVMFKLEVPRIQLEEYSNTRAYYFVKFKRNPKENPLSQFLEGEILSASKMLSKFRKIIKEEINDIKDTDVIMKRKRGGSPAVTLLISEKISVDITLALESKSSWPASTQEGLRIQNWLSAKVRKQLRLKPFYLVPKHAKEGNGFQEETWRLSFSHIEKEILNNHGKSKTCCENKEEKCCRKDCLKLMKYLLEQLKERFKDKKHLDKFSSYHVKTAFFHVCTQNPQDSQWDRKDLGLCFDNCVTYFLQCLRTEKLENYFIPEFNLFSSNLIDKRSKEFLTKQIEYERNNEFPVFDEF
* hit, by the source's call; · = no result given; & = joins results of further samples. Cut-off read from the data, not from the text of the source, unless noted: active = inhibition above about 40%; inactive = the rest.

SMILES	NPYLR7 ag	mcGAS inh	hcGAS inh
CC(C)c1noc(C2CCN(CCC(=O)Nc3cc(F)ccc3F)CC2)n1	17	-8	-5
Cc1nc(SCC(=O)c2cccs2)c2oc3ccccc3c2n1	3	-6	-3
COc1ccc(C(O)P(=O)(OCCC(C)C)c2ccc(N(C)C)cc2)cc1OC (stereo not given)	0	·	-8
COc1ccccc1C1c2cccn2CCCN1Cc1ccccc1C(F)(F)F (stereo not given)	12	-4	-5
CC(C(=O)NCCc1cccc(F)c1)N1CCc2ccccc21 (stereo not given)	1	-8	-15
O=C(CCN1CCN(C(=O)C2CC2)CC1)Nc1cc(Cl)ccc1Cl	0	·	3
CCOCCCn1c(C)c(C)n2c3c(=O)n(Cc4ccccc4)c(=O)n(C)c3nc12	-1	·	-6
COc1cc(C)ccc1S(=O)(=O)N1CCN(c2cccc(C)c2C)CC1	3	·	-3
CCN(CC)C(=O)C1CCN(C(=O)Nc2cccc3ccccc23)CC1	3	·	-7
CC(=O)Oc1c(-c2ccc(NC(=O)C3CCCC3)cc2)c(-c2cccc(F)c2)nn1-c1ccc(C)cc1	-1	-7	-3
O=C(CC1c2ccccc2CCc2ccccc21)NCCCn1ccnc1	4	·	-9
CC1CCN(c2ccc(NC(=O)Nc3c(Cl)cccc3Cl)cc2C(=O)NC(C)c2ccccc2)CC1 (stereo not given)	-3	-7	-14
O=S(=O)(NCc1ccccc1)NC1CCc2cccnc21 (stereo not given)	6	·	-3
O=C(CCN(Cc1ccco1)c1nc(C2CC2)nc2cc(Cl)ccc12)NCc1cccc(C(F)(F)F)c1	2	-6	-3
COc1ccc2nc(-c3ccc(C)c(NS(=O)(=O)c4cc(F)ccc4OC)c3)cn2n1	-12	-9	-4
CCOC(=O)C1(Cc2ccccc2Cl)CCN(C(=O)Cc2c(C)noc2C)CC1	0	·	-4
CCCc1nc(N2CCN(C(=O)c3ccccc3OC)CC2)c2c3c(sc2n1)CCCC3	15	-5	-7
N#CCOc1ccc(C(=O)Nc2ccccc2C(F)(F)F)cc1	0	·	9
O=C1NC(=Nc2ccccc2Cl)S/C1=C/c1ccccc1Cl	-4	·	-4
Cc1ccccc1OCC(O)CN(Cc1ccco1)Cc1cccn1C (stereo not given)	30	-5	-5
COc1ccc(C2C(C(N)=O)=C(C)Nc3ncnn32)cc1 (stereo not given)	-1	-5	-9
CCC1(CC)NC(=O)N(CC(=O)N2c3ccccc3SCC2c2ccccc2)C1=O (stereo not given)	-1	-7	-4
O=S(=O)(c1ccc(N2CCCCC2)c(NCc2ccc(Cl)cc2)c1)N1CCOCC1	0	·	-7
COc1cccc(Cc2nc3c(c(N4CCOCC4)n2)CN(S(=O)(=O)c2ccc(Cl)cc2)CC3)c1	1	-4	-6
COc1cc(C2CC(=O)c3cc4c(=O)[nH][nH]c4nc3C2)cc(OC)c1OC (stereo not given)	-3	·	-2
CC(C)c1ccc(NC2CCCN(c3cncc(C(=O)N(C)C)n3)C2)cc1 (stereo not given)	6	·	-1
COc1c(Cl)cc(Cl)cc1C=NNC(=O)c1ccncc1	1	·	-4
CCNc1ncc(C(=O)N(C)C2CCCc3ccccc32)cn1 (stereo not given)	22	-9	-3
Cc1ccc(CNC(=O)CSc2nnc(CCn3ccc(=O)[nH]c3=O)o2)cc1	0	-6	-4
OCc1ccccc1-c1nccc2ccccc12	2	-22	-5
O=C(Cc1ccc(-n2cnnn2)cc1)OCC1CCCCO1 (stereo not given)	1	·	3
N#CC(C(=O)COc1cc(F)ccc1F)c1nc2ccccc2s1 (stereo not given)	9	·	-9
O=C(Cn1nc2c(c1NC(=O)c1cccs1)CSC2)NCc1ccco1	-2	6	2
CCOC(=O)CCC(=O)N1CCN(C(C(=O)Nc2ccc(OC)cc2)C2CCCC2)CC1 (stereo not given)	1	-4	-7
CCCn1c(N)c(C(=O)CSc2nc(C)nc3sc(C)c(C)c23)c(=O)[nH]c1=O	-1	·	-1
Cc1ccc(-c2nc3cc(Cl)ccc3o2)cc1NC(=O)c1ccc(Cl)c([N+](=O)[O-])c1	-10	-4	-5
Cc1cc(Cl)ccc1C(=O)C1CCCN(C(=O)c2ccccc2N2CCOCC2)C1 (stereo not given)	6&1	-2	-9&-4
CCCN(Cc1cnc(S(C)(=O)=O)n1CC1CCCO1)CC1CC1 (stereo not given)	-2	·	4
CCn1c(C2CCN(C(=O)CC3=CCNCC3)CC2)n[nH]c1=O	4	-19	-5
CSc1nc2ccc(N=Cc3ccc4ncccc4c3)cc2s1	-5	·	-1
C=CCN(CC=C)C(=O)CNC1CCN(S(C)(=O)=O)CC1	5	·	-5
Cc1ccc(CNC(=O)COC(=O)C2COCCO2)cc1F (stereo not given)	-3	-17	-9
CCn1nnnc1SCc1csc(COc2ccc(OC)cc2)n1	1	-6	-3
O=C(C=Cc1cc(Br)ccc1F)OC1CCCC1=O (stereo not given)	0	-4	-3
COc1ccc(OC)c(N2CCN(C(=O)c3ccc(Cl)c(Cl)c3)C(C)C2=O)c1 (stereo not given)	7	·	0
Cc1cccc(CO[C@]2(C(=O)NCCN3CCOCC3)CC(OCc3cccc(Cl)c3)[C@H](O)[C@H](O)C2)c1 (stereo not given in full)	14	-3	-4
Cc1nn(CC(=O)NCc2ccccc2)c(=O)c2ccccc12	4	-4	-3
Cc1ccc2[nH]nc(C(=O)N3CCCC(CCc4ccccc4C)C3)c2c1 (stereo not given)	5	·	-8
COc1ccc(N2CCN(C(=O)CCn3cnc4c([nH]c5ccccc54)c3=O)CC2)cc1	·	-9	-5
CC(OC(=O)c1ccc(OCC2CCCO2)cc1)C(=O)Nc1nc(-c2ccc(F)c(F)c2)cs1 (stereo not given)	1	-5	-7
CC(C)CCn1c(SCC(=O)OCc2ccccc2)nc2c1c(=O)[nH]c(=O)n2C	7	·	-3
CN(Cc1nc2ccc(F)cc2[nH]1)Cc1ccc(-c2ccn[nH]2)o1	1	·	-1
O=C(COc1cccc(Cl)c1)N=Nc1c(O)[nH]c2ccccc12	5	·	27
CN1C(=O)/C(=C\c2cccn2-c2ccc([N+](=O)[O-])cc2)SC1=S	-7	-5	11
Cc1ccccc1Cn1c(=O)c2c(nc3n(Cc4ccco4)c(C)cn23)n(C)c1=O	-1	·	-4
O=C(NCc1cc(F)cc(F)c1)C1CCN(c2ncccc2-c2nc(-c3ccccc3)no2)CC1	6	-3	-6
Cc1cc(C)c2c(n1)nn1c(NCc3cccnc3)cc(C)nc21	0	-8	-9
COc1ccc(S(=O)(=O)N2CC3(C)CC2CC(C)(C)C3)cc1 (stereo not given)	3	-7	-9
Cc1nc(Cl)sc1C(=O)N1CCCCC1CN1CCCC1=O (stereo not given)	13	·	-5
CCOCCOC(=O)C1=C(C)NC2=C(C(=O)CCC2)C1c1cccc(Br)c1 (stereo not given)	10	-2	-1

Next section:
SMILES	NPYLR7 ag	mcGAS inh	hcGAS inh
COc1ccc(-c2noc(Cn3ccn4nc(-c5cccs5)cc4c3=O)n2)c(OC)c1	-1	-8	-5
CC(C)c1nnc(NC(=O)CSc2nnc(N)s2)s1	1	2	4
Cc1ccc(-c2cnn3c(NCCN(C)C)cc(C)nc23)cc1	2	1	2
CCOC(=O)CCC(=O)N1CCN(c2nc(-c3cccc(C)c3)nc(C)c2CC)CC1	4	-8	-2
COc1cc(C=CC(=O)NCC(c2cccs2)N2CCOCC2)cc(OC)c1 (stereo not given)	-4	·	1
CN(Cc1ccccc1)c1nc2c(c(=O)n(C)c(=O)n2C)n1CCCc1ccccc1	17	·	-5
Cc1[nH]cnc1-c1nccn1CCn1ccnc1	1	·	-3
COc1ccc(NC2CCCN(C(=O)Cc3c[nH]c4ccccc34)C2)cc1 (stereo not given)	6	·	0
CC(NCc1ccc(N2CCOCC2)cc1)c1nnc2n1CCCC2 (stereo not given)	7	-7	-9
O=C1/C(=C/c2ccc(Br)cc2)SC(=S)N1CN1CCOCC1	2	·	3
CCOC(=O)c1ccc2c(c1)nc(SCc1cc(F)ccc1Br)n2CCOC	6	-6	-9
O=C(c1ccco1)N(Cc1c(-c2ccc(F)cc2)noc1N1CCOCC1)CC1CC1	7	-6	-4
Cc1cc(N2C(=O)c3oc4ccccc4c(=O)c3C2c2cccc(F)c2)no1 (stereo not given)	-1	·	2
CS(=O)(=O)c1ccc(Cl)c(NCC2CCC=CO2)c1 (stereo not given)	0&6	·	-1&-10
COCCC(=O)Nc1ccc2c(c1)CN(Cc1cccn1-c1ccccn1)CC2	-7	·	-3
Cc1nc2sccn2c(=O)c1CCN1CCC(=C(c2ccccc2)c2ccc(F)cc2)CC1	6	-3	-3
CCC(C)c1ccccc1NC(=O)CN1c2cccc3cccc(c23)S1(=O)=O (stereo not given)	5	-7	-2
N#Cc1nc(-c2ccc(COc3ccc(Cl)cc3)o2)oc1NCCN1CCOCC1	-1	-9	-10
CCOc1ccccc1NC(=O)CSc1nc(=O)n(CCO)c2c1CCC2	-4	-6	-5
c1n[nH]c(SCCNC2CCC3(CCNCC3)CC2)n1	8	·	-4
CCOC(=O)c1ccccc1N(CC)C(=O)Cc1csc(C)n1	0	-15	-5
CCc1ccccc1NC(=O)CNC(=O)c1ccc(Cl)c(N2CCCC2=O)c1	8	-5	-4
Cc1cnc(N2CCCN(C)CC2)nc1N1CCCN(C)CC1	0	·	-15
O=C(NCCCn1nc(-c2ccco2)ccc1=O)c1ccccc1	-2	·	-1
CC(Cl)C(=O)N1CCC(Cc2ccc(C(F)(F)F)cc2)CC1 (stereo not given)	0	-5	3
O=c1c2sc3cccc(F)c3c2nc2n1CC(NCc1ccccc1)OC2 (stereo not given)	-2	-8	-6
OC1CCN(Cn2[nH]c(-c3ccc(Cl)cc3Cl)nc2=S)CC1	6	·	0
Cc1c(C(=O)OCC(C)NC(=O)OC(C)(C)C)nnn1-c1cccc2cccnc12 (stereo not given)	4	·	-9
Cn1cc(CN2CCN(c3nc4ccccc4s3)CC2)c(-c2ccccc2F)n1	2	-9	-9
CC1CCC(NC(=O)NCC2CCCC2O)CC1 (stereo not given)	2	-11	-6
CC(=O)Nc1ccc(SCc2cccc(F)c2)nn1	0	·	-6
O=C(O)c1ccccc1-c1nccn1C1CCCC1	3	·	-2
CC(C)CN1CCC(C(=O)NC(c2ccccc2)c2ccsc2)CC1 (stereo not given)	3	-2	1
COC(C(=O)Nc1ccnn1C1CCN(c2ncccn2)CC1)c1ccccc1 (stereo not given)	23	·	-6
O=c1[nH]cnc2c(Cl)cc(Cl)cc12	-10	·	-3
COC(=O)CCCNC(=O)C=Cc1csc(-c2ccc(F)cc2)n1	1	-4	-3
CCCc1ccc(S(=O)(=O)Nc2ccc(F)cc2C(=O)O)cc1	1	2	8
COC(=O)Cn1c(SCC(C)C)nc2ccccc2c1=O	13	·	-11
O=c1c2cc3c(=O)n(-c4ccncc4)ccc3nc2ccn1CCN1CCOCC1	3	·	-6
COc1ccc(/C=N\OCc2nc3c4c(ncn3n2)Oc2cc(O)ccc2C4c2ccccc2)cc1 (stereo not given)	-3	·	2

Seven compounds from above, sorted by count of non-hydrogen atoms, rising:
SMILES	NPYLR7 ag	mcGAS inh	hcGAS inh
O=c1[nH]cnc2c(Cl)cc(Cl)cc12	-10	·	-3
COC(=O)Cn1c(SCC(C)C)nc2ccccc2c1=O	13	·	-11
OC1CCN(Cn2[nH]c(-c3ccc(Cl)cc3Cl)nc2=S)CC1	6	·	0
CCOC(=O)c1ccccc1N(CC)C(=O)Cc1csc(C)n1	0	-15	-5
O=c1c2sc3cccc(F)c3c2nc2n1CC(NCc1ccccc1)OC2 (stereo not given)	-2	-8	-6
CCc1ccccc1NC(=O)CNC(=O)c1ccc(Cl)c(N2CCCC2=O)c1	8	-5	-4
Cn1cc(CN2CCN(c3nc4ccccc4s3)CC2)c(-c2ccccc2F)n1	2	-9	-9

The listing continues:
SMILES	NPYLR7 ag	mcGAS inh	hcGAS inh
CN(CCC#N)C(=O)COC(=O)c1ccc(F)c(S(=O)(=O)N2CCCCC2)c1	2	·	-6
COc1cccc(C(N)=O)c1OCc1ccc(Cl)cc1Cl	1	·	-16
CCc1nc2c(OCc3c(C)noc3C)cccn2c1N(C=O)Cc1ccc(OC)cc1	-6	-3	0
COc1ccc(C(=O)N2CCC(n3c(=O)oc4ccc(Cl)cc43)CC2)c(OC)c1	-4	0	2
CCC(C)N(Cc1ccc(OC)c(OS(=O)(=O)c2ccc(F)cc2)c1)C(=O)C(C)C (stereo not given)	15	-7	-4
O=C(NCC1CCC1)C1CCN(c2ccc3cccc(O)c3n2)CC1	17	-15	-7
Cc1ccccc1CN1CCN2C=C(C(=O)Nc3ccc(-n4ccnc4)cc3)OC2=NC1=O	0	·	-2
COCCn1c(N2CCN(c3cccc(Cl)c3)CC2)nc2c1c(=O)n(C)c(=O)n2C	0	-5	-3
CCN(C)c1c(C)nc2c(OCCOc3ccc(F)cc3)cccn12	-13	1	1
COc1ccc(Cn2cnc3c4ccccc4n(CC(=O)Nc4ccc5c(c4)OCO5)c3c2=O)cc1	3	-8	-8

Complete entries as entered above. Order of screens: NPYLR7 ag	mcGAS inh	hcGAS inh
COc1ccc(Cn2cnc3c4ccccc4n(CC(=O)Nc4ccc5c(c4)OCO5)c3c2=O)cc1 as listed: 3	-8	-8
CCc1nc2c(OCc3c(C)noc3C)cccn2c1N(C=O)Cc1ccc(OC)cc1 as listed: -6	-3	0
COc1ccc(C(=O)N2CCC(n3c(=O)oc4ccc(Cl)cc43)CC2)c(OC)c1 as listed: -4	0	2
COCCn1c(N2CCN(c3cccc(Cl)c3)CC2)nc2c1c(=O)n(C)c(=O)n2C as listed: 0	-5	-3
CN(CCC#N)C(=O)COC(=O)c1ccc(F)c(S(=O)(=O)N2CCCCC2)c1 as listed: 2	·	-6
